# Source: PubChem BioAssay
# Cardio protect: modulators protecting cardiomyocytes from myocardial damage | H9c2 cardiomyocytes, H2O2 injury protection, ATPLite, 2 h | protection from H2O2 cell death, % at 20 µM | actives 0.63% (n = 360,000) | AID 588492;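 active = compounds giving at least 50% protection of heart cells from peroxide-induced death in the single-dose screen, raw or plate-pattern-corrected value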;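 note: 0% = DMSO wells with peroxide and 100% = DMSO wells without peroxide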
# ABCB6 inh MLPCN: human ABCB6 transporter inhibition; fluorescence ratio to DMSO, % at 10 µM; actives 0.19% (n = 360,000); Q9NP58; K562-ABCB6 porphyrin accumulation, flow cytometry, 1 h; hits give low values;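 active = fluorescence ratio to DMSO below 75%, the collection mean minus 3 SD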;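 note: signal is porphyrin accumulated inside mitochondria; 100% equals median channel fluorescence of DMSO control wells; lower ratio means ABCB6 inhibition with less porphyrin fluorescence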
# Target sequence (Q9NP58 whole entry, looked up): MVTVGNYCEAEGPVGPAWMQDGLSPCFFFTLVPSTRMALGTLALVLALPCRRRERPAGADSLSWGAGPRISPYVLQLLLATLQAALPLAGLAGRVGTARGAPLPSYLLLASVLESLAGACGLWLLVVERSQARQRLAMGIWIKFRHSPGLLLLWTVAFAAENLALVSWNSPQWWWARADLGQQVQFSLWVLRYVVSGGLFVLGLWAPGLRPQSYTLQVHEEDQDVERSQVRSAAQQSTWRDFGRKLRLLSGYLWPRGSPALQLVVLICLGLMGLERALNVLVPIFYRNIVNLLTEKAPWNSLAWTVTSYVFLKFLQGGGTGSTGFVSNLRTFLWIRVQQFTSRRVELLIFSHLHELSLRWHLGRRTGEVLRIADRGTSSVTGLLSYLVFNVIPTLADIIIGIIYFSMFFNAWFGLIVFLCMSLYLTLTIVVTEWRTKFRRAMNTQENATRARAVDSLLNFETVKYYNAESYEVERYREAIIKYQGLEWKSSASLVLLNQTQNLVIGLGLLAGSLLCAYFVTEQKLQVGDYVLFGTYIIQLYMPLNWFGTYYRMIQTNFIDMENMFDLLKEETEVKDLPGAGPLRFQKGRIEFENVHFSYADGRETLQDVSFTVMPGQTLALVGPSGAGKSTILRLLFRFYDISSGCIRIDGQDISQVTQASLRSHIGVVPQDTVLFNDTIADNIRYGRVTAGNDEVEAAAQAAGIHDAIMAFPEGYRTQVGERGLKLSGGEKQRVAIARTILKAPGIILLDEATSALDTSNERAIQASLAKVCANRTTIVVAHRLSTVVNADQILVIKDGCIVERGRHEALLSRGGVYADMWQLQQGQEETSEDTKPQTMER
# PDI inh: inhibitors of human protein disulfide isomerase. PDI insulin aggregation turbidity, A650, 90 min. actives 0.052% (n = 350,000). inhibition, % at 10 µM;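 active = mean inhibition across replicates of 30% or more, whatever share of single replicates reach that level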;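 note: absorbance from insulin aggregation driven by PDI reduction with DTT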
# iPSC survival up: increases survival of single human iPS cells. hiPSC single-cell survival, ATPlite luminescence; 100% = ROCK inhibitor wells, 0% = DMSO. survival enhancement, % at 20 µM. actives 0.044% (n = 360,000); in the data active = survival enhancement above about 18%;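 note: cells exposed to compounds for 16 hours before the ATP read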
# Glyco luc inh: blocks N-linked glycosylation in D54 reporter cells; reporter increase, % at 12.5 µM; AID 588692; D54 ERlucT glycosylation luciferase reporter, 24 h; percent of 100 nM tunicamycin response; actives 0.23% (n = 360,000);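 active = mean luciferase reporter signal, scaled so untreated is 0 and the glycosylation-blocking control 100, at or above a set limit in every replicate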;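 note: luciferase carries N-glycosylation sites so blocking glycosylation raises the light; 0% = median of neutral control wells and 100% = median of 100 nM tunicamycin wells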
# Exocytosis inh: blocks lytic granule exocytosis; TALL-104 LAMP-1 surface exposure, flow cytometry; cells stimulated with thapsigargin and PMA; inhibition, % at 10 µM; actives 0.66% (n = 360,000);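 active = inhibition above about 55%, limit read from the data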
# m5-HT2A agonist: mouse HTR2A agonism via beta-arrestin recruitment. actives 0.66% (n = 360,000). activation, % at 7.6 µM. CHO-K1 mHTR2A beta-arrestin complementation, luminescence; percent of 30 µM serotonin response. AID 624169. P35363;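 active = activation above a run cutoff, the mean activation of all tested compounds plus 3 SD, cut at about 14% in these data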;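 note: 0% = plate median of compound wells and 100% = 30 µM serotonin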
# aDG glyco up: increases alpha dystroglycan glycosylation | actives 0.22% (n = 360,000) | AID 624168 | Pro5-aDG cells, alpha-DG glycosylation AlphaScreen (IIH6); 0% Pro5, 100% B10-LARGE cell signal | activation, % at 10 µM;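 active = activation of at least 8% versus controls, or a plate z-score of at least 8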;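 note: Pro5 are CHO cells carrying HIG-tagged alpha-DG that lacks glycosylation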
# Vif imaging: blocks HIV Vif function. HEK293T cells, Vif self-association by quenched fluorescence, imaging, 24 h. inhibition, % at 7.49 µM. actives 0.35% (n = 340,000); in the data active = inhibition above about 50%, passing the limit was not always enough; note: some results filed as inactive read as strong as hits
# CaV13 FRET inh: Primary screen for inhibitors of IQ motif and Ca2+-dependent inactivation inhibitor domain binding in CACNA1D, Förster resonance energy transfer in living cells, …; actives 0.098% (n = 340,000); inhibition, % at 12.3 µM; HEK cells, CFP/YFP FRET ICDI-IQ, plate reader, 10 min; percent FRET-ratio fall versus neutral wells; AID 743397;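 active = mean replicate inhibition of at least 30% and at least 1% of replicates passing that level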;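 note: 0% = median of the neutral control wells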
# * = called active by the depositor; x = no result given.
# Start of the data: the first two entries, ahead of the listing:
# Every second line gives: Cardio protect	ABCB6 inh MLPCN	PDI inh	iPSC survival up	Glyco luc inh	Exocytosis inh	m5-HT2A agonist	aDG glyco up	Vif imaging	CaV13 FRET inh
Cn1c2ccc(F)cc2c2ncn(Cc3ccccn3)c(=O)c21
→ 7	98	1	0.8	5	-1	0	0.1	1	-23
COc1ccccc1/C=C/C(=O)N1CCN(S(=O)(=O)c2cccs2)CC1
→ -1	96	-13	0.3	-3	-3	-5	-0.4	16	-6

# Results, repeating the preview:
# Every second line gives: Cardio protect	ABCB6 inh MLPCN	PDI inh	iPSC survival up	Glyco luc inh	Exocytosis inh	m5-HT2A agonist	aDG glyco up	Vif imaging	CaV13 FRET inh
Cn1c2ccc(F)cc2c2ncn(Cc3ccccn3)c(=O)c21
→ 7	98	1	0.8	5	-1	0	0.1	1	-23
COc1ccccc1/C=C/C(=O)N1CCN(S(=O)(=O)c2cccs2)CC1
→ -1	96	-13	0.3	-3	-3	-5	-0.4	16	-6
O=C(COC(=O)c1sc2ccccc2c1Cl)NC1CCCCC1
→ 2	107	6	2.9	2	-4	1	0.0	5	-5
CCCCN(CCCC)C(=O)CSc1nnc(-c2cc(OC)c(OC)c(OC)c2)o1
→ -9	98	3	0.7	-2	-2	0	0.4	-2	-8
CC(=O)c1cc(CN2CCN(Cc3ccc(C)cc3)C(CCO)C2)cs1 (configuration not stated)
→ 5	100	-4	-0.5	0	-3	-2	-0.1	7	-20
COc1ccc(CNC(=O)OC2CC3CC2[C@H]2CCCCN2C3=O)cc1 (some centres not stated)
→ x	102	x	-0.9	x	1	0	0.1	x	-5
O=c1[nH]c(SCCc2ccccc2)nc2c1CCC2
→ 12	102	-8	-1.1	1	-4	5	-0.1	-2	-9
CCN(C[C@H]1N[C@@](C)(C(=O)OC)[C@H]2C(=O)N(C)C(=O)[C@@H]12)C(=O)Nc1ccc(Cl)cc1
→ 3	100	-4	-1.7	3	-3	37*	0.0	8	-3
CCOC(=O)N1CCC(N2C(=O)c3ccccc3C2Nc2cc(Cl)c(OC)cc2OC)CC1 (configuration not stated)
→ 6	98	x	2.9	0	-2	7	-0.1	-1	-6
CCCCCCc1nnc(NC(=O)c2ccco2)s1
→ 0	96	11	-0.3	0	-16	4	0.1	14	-20
O=C(COC(=O)C1COc2ccccc2O1)Nc1cccc(Cl)c1 (configuration not stated)
→ 6	87	-3	-0.5	-1	8	-5	0.2	9	-2
CCOC(=O)c1cnc2ccc(OCC)cc2c1NCCCN1CCOCC1
→ 9	91	-3	0.6	13	26	1	0.3	-2	-2
O=C(Nc1ccc2nc3n(c(=O)c2c1)CCCC3)c1cc([N+](=O)[O-])ccc1F
→ 7	97	-3	-1.0	-18	-2	3	0.3	-3	x
Cc1cccc(NC(=O)CN2CCN(C(=O)CNC(=O)c3ccc(-c4ccccc4)cc3)CC2)c1C
→ -5	100	-12	3.1	15	16	4	0.4	-15	4
CC(C)(C)OC(=O)N1CCC(C(=O)Nc2cccc(C(=O)N3CCCC3)c2)CC1
→ 5	99	-3	0.8	1	-14	1	-0.1	-2	-9
CCC1=NC(c2ccc(Br)cc2)N(O)C1(C)C (configuration not stated)
→ 3	98	0	-1.3	1	7	-5	-0.4	6	-5
CC(C)(C)OC(=O)C[C@@H]1C/C=C\C[C@H](CC(=O)N(CCO)Cc2ccccc2)C(=O)N2CCC[C@@H]2COC1=O
→ 9	100	-5	-1.7	1	-3	-4	-0.2	-8	-5
Cc1c(N(C)C)nc2ccccc2c1N
→ 16	99	17	6.5	7	-1	1	0.8	4	-4
CCS(=O)(=O)N1CCN(CC2CC3C=CC2C3)CC1 (configuration not stated)
→ 4	99	-9	0.8	0	0	7	0.1	-1	-5
CC(C)NC(=O)CN1CCN(C(c2cc3ccccc3o2)c2nnnn2C(C)(C)C)CC1 (configuration not stated)
→ x	97	x	0.5	x	0	-8	0.3	x	-6
CSc1nc2ccsc2c(=O)n1-c1ccccn1
→ 11	104	-4	1.3	2	2	0	0.0	0	8
O=C(CC1C(=O)NCCN1Cc1c(F)cccc1Cl)NCCCN1CCCC1=O (configuration not stated)
→ 4	103	3	3.7	0	4	2	-0.3	-1	-5
CCOc1ccc(C(=O)Nc2cccc(NC(=O)c3cccs3)c2)cc1[N+](=O)[O-]
→ -6	106	-1	1.1	0	5	2	-0.1	-8	-4
Cc1cc(NC(=O)COC(=O)CCS(=O)(=O)c2cc(Cl)ccc2Cl)no1
→ 2	99	-12	-0.4	-2	-10	-4	0.0	-20	-7
O=C(Nc1ncnc2sc3c(c12)CCCCC3)c1ccco1
→ 20	102	-14	0.7	1	-10	-6	-0.3	-2	-6
CC1(C)N=C(N)NC(Nc2ccc(Br)cc2)=N1
→ 4	103	0	1.2	-1	-3	-7	-0.2	-3	x
CCC(C)c1ccc(NC(=O)C2CC3CCC2C3)cc1 (configuration not stated)
→ -9	97	2	-0.9	-5	-4	-3	0.1	-5	-2
C/C(=N\NC(=S)NCc1ccccc1)c1cccs1
→ -1	96	2	-0.4	-1	-3	-4	0.4	-5	6
O=C1CCCN2N=C(SCC(=O)Nc3nc4ccccc4s3)SC2=N1
→ 2	100	0	-0.2	5	1	-1	0.3	9	-7
COc1ccc(C(=O)OCC(=O)NCc2ccc3c(c2)OCO3)cc1[N+](=O)[O-]
→ 11	98	3	-2.7	-1	1	2	-0.2	-4	-3
Nc1nc2n(n1)C(c1cccc(Br)c1)CC(c1ccccc1)N2 (configuration not stated)
→ -8	101	x	2.5	4	-4	5	0.0	14	-4
COC(=O)C1=C(C)NC2=C(C1c1ccc(O)cc1)S(=O)(=O)c1ccccc12 (configuration not stated)
→ -5	105	-7	-2.4	4	1	-3	0.2	21	-4
COc1ccc2c(c1)C(=O)N1[C@H]3c4cc(Cl)ccc4OC[C@@H]3[C@H](c3ccccc3)[C@]1(C)C(=O)N2
→ -2	99	-8	1.9	38*	-8	1	-0.6	-11	-6
CCN(C(=O)CSc1nnc(-c2c[nH]c3ccccc23)o1)C1CCS(=O)(=O)C1 (configuration not stated)
→ 13	97	-1	-0.3	1	0	1	-0.3	-16	-5
CCc1nc2ccc(C(=O)Nc3ccc(C(N)=O)cc3)cn2c1N(CCC(C)C)CCN(C)C
→ 6	99	0	-2.1	10	2	-1	-0.1	-1	-5
COC(=O)c1ccccc1NC(=O)/C=C/C(=O)O
→ 6	100	-1	-1.3	2	1	1	-0.2	-6	-14
O=C(CCc1ccccc1)NCCCN1CCOCC1
→ -6	97	9	-0.3	1	-4	5	0.3	38	-4
Cc1ccccc1CN(C)CC(=O)Nc1ccccc1Oc1ccccc1
→ -9	100	-16	0.9	-3	16	-7	0.5	-4	-3
COc1ccc(NC(=O)/C=C/c2ccco2)cn1
→ -8	101	6	-0.6	0	-1	-1	0.0	14	-5
Cc1cc(NC(=O)CSc2nc3[nH]c(=O)cc(O)c3s2)ccc1Br
→ -2	100	9	-0.4	2	-1	2	0.0	-6	-5
O=C(Cc1ccccc1F)Nc1ccccc1N1CCCC1
→ 0	92	-3	-0.4	-3	-1	4	-0.1	0	-5
CCOC(=O)CNC(=O)c1ccc(C)cc1
→ -16	97	6	-2.9	2	1	-3	0.3	2	-7
CC(C)c1ccc(NCCC(=O)c2cccs2)cc1
→ -9	89	7	-1.0	-8	11	-4	0.5	-6	-6
O=C(CCCN1C(=O)/C(=C\c2ccccc2)SC1=S)Nc1cccc(C(=O)O)c1
→ 4	102	-1	-0.6	2	7	-2	0.0	-6	-5
CCOc1ccccc1C1CC(c2cccs2)=NN1S(C)(=O)=O (configuration not stated)
→ -2	679	-1	-0.2	-1	3	-2	-0.3	-3	-4
CCCSc1cc(N)cc([N+](=O)[O-])c1
→ -8	88	-10	1.0	1	4	6	0.2	4	-3
NC(=O)c1ccc(SCC(=O)OCC(=O)N2CCCCC2)c([N+](=O)[O-])c1
→ -1	96	2	-0.5	2	2	-1	4.4	-5	-5
Cc1cc(NC(=O)CCC(=O)N(CCC(C)C)C(C(=O)NCC2CCCO2)c2ccccc2C)no1 (configuration not stated)
→ 0	97	-3	1.0	2	-2	-7	0.0	0	-2
O=C(NC1CCS(=O)(=O)C1)c1cc2c(=O)n3ccccc3nc2n1Cc1ccccc1 (configuration not stated)
→ 8	97	-4	1.0	1	5	3	-0.2	-2	-14
Cc1nn(CCOc2ccccc2)c(=O)n1-c1ccccc1
→ -2	83	-1	0.6	-1	0	-6	0.0	-6	-4
COc1ccc(-c2n[nH]c(=S)n2-c2ccc(Br)cc2)cc1OC
→ -3	98	-8	0.0	2	0	9	0.1	12	-18
COc1nc(SC)nc(Cl)c1Cc1ccc(OC(C)C)cc1
→ -16	101	6	7.0	-2	-6	-1	-0.2	-22	-14
COc1cc(/C=C/C(=O)O)cc(S(=O)(=O)NCCCO)c1OC
→ 6	93	10	-0.7	0	-3	3	0.2	-9	-5
CC(C)(C)n1nnnc1C(c1cccnc1)N1CCN(c2ccccc2)CC1 (configuration not stated)
→ 1	107	-8	1.7	-2	-2	-4	0.5	13	-5
N#Cc1c(N)nc2c(c1-c1cccs1)CCCC2
→ -7	97	16	0.1	-2	-4	7	-0.4	-41	3
CSc1nc2c(c(-c3ccc(O)cc3)c1C#N)CCC2
→ -4	94	12	-2.1	-2	0	-5	-0.3	x	-5
CCc1ccccc1CC1CN(Cc2ccccc2)Cc2ccccc2N1c1ccc(OC)cc1 (configuration not stated)
→ x	x	x	x	x	0	4	-0.4	x	-4
CN1/C(=C\C(=O)C(F)F)C(C)(C)c2ccccc21
→ -11	96	16	4.1	-1	0	1	-0.1	x	x
COC(=O)/C=C1\S/C(=N/NC(=O)c2ccc(OC)cc2)NC1=O
→ 4	102	0	3.2	1	-6	0	-0.1	2	-3
O=C(/C=C/c1ccc2c(c1)OCCCO2)c1ccc2ccccc2c1O
→ -7	103	-6	-1.5	-2	-2	0	-0.3	2	-5

# Further entries.
# Every second line gives: Cardio protect	ABCB6 inh MLPCN	PDI inh	iPSC survival up	Glyco luc inh	Exocytosis inh	m5-HT2A agonist	aDG glyco up	Vif imaging	CaV13 FRET inh
O=C(CC1C(=O)NCCN1Cc1ccc(Cl)c(F)c1)NC1CCC1 (configuration not stated)
→ -3	100	3	0.1	1	-2	-2	-0.1	-1	-3
Clc1cccc(-c2cccc3nccn23)c1
→ 1	98	-5	-1.3	5	-6	-5	-0.3	-1	-4
CCN(C(=O)c1cccs1)c1nnc(-c2ccncc2)s1
→ 4	83	4	-3.1	-1	7	-2	0.0	x	-4
Cc1nc(S(=O)(=O)N2CCN(C3c4ccccc4-c4ccccc43)CC2)cn1C
→ 3	97	-6	-0.6	1	-5	8	0.0	0	-2
O=C(c1ccccc1)N1CCN(C(=O)c2cccnc2)CC1
→ 3	101	6	0.8	1	-19	4	-0.1	-9	-4
CCOC(=O)C1CCN(C(=O)COC(=O)Cc2ccc(Cl)cc2)CC1
→ 0	95	3	0.2	0	1	2	-0.1	3	-21
CC(=O)Nc1ccc(SCC(=O)N2CCN(S(=O)(=O)c3ccccc3)CC2)cc1
→ 3	92	0	-0.2	-1	2	1	0.1	18	-4
Cc1cc(NC(=O)/C=C/C(=O)N(CC(=O)NC2CCCC2)c2ccc(F)cc2)no1
→ -2	101	4	-0.6	20	-2	5	-0.2	-5	-3
Cc1ccc2nc(-c3ccc(NC(=S)NC4CC(C)(C)NC(C)(C)C4)cc3)sc2c1
→ -15	97	4	-2.7	-8	88*	-3	-1.0	-1	-8
